NALP3 yeast inh: NALP3 inflammasome inhibitors in reconstituted yeast, primary screen, luminescence, uHTS; Yeast reconstituted NLRP3/ASC/caspase-1, beta-gal luminescence, 24 h; inhibition, % at 10 µM; 330,000 compounds, 0.39% hits;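 active = inhibition of 50% or more; inactive = inhibition below 50%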;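 also: plate controls were induced DMSO wells for no effect and uninduced yeast grown without galactose for full effect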
XBP1 UPR activ: activators of adaptive XBP1 UPR arm, primary screen, cell-based, CHO-XBP1 luciferase reporter, luminescence, uHTS; IRE1-XBP1 UPR activation; percent of tunicamycin response, DMSO as zero; activation, % at 20 µM; 330,000 compounds, 0.33% hits; AID 463104, 2010;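 active = versus positive control, 20 µM dose yields 30% or more activation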;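 also: 100% = tunicamycin at 10 µg/mL and 0% = DMSO only wells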
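Assay system: CHO-XBP1 luciferase reporter cells; Schedule: 6 h treatment, 37 °C; Detection: glow luminescence from Steady-Glo reagent; Benchmarks: high control tunicamycin 10 µg/mL final, low control DMSO vehicle only.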
TIM10 inh: growth inhibitors of isogenic TIM10 control yeast, primary screen, counter-screen for tim10-1 yeast inhibitor project, luminescence, uHTS. 330,000 compounds, 1.4% hits. inhibition, % at 10 µM. S. cerevisiae TIM10 strain growth, BacTiter-Glo luminescence, 24 h. AID 463195, 2010;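 active = inhibition of 40% or more at the single tested concentration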;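 also: wild-type TIM10 isogenic control strain grown at permissive 25 °C; 0% = DMSO yeast wells and 100% = minimal medium wells without yeast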
Mdm2-MdmX inh: inhibitors of human Mdm2-MdmX association, primary screen, cell-based, luminescence, split luciferase, SaOS-2, uHTS. SaOS-2 split-luciferase Mdm2/MdmX complementation. 330,000 compounds, 3% hits. Protein Mdm4 (Homo sapiens) + E3 ubiquitin-protein ligase Mdm2 (Homo sapiens), …. inhibition, % at 8 µM. AID 485346, 2010;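 active = inhibition of at least 50% at 8 µM in the primary screen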
Target sequence (O15151 whole entry, looked up): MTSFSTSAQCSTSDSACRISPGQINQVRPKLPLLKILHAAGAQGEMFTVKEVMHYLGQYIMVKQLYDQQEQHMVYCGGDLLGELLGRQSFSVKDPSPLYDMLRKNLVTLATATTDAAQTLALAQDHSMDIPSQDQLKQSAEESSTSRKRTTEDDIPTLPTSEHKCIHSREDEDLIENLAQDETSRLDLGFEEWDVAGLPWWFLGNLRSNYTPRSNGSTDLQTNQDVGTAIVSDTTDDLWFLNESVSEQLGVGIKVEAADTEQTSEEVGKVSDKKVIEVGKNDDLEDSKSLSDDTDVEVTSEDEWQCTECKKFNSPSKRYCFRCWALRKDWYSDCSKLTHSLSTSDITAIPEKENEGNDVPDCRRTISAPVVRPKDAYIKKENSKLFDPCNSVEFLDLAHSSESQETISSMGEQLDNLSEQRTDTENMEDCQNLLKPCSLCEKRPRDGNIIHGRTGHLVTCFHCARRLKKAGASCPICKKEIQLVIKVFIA
Target sequence (Q00987 whole entry, looked up): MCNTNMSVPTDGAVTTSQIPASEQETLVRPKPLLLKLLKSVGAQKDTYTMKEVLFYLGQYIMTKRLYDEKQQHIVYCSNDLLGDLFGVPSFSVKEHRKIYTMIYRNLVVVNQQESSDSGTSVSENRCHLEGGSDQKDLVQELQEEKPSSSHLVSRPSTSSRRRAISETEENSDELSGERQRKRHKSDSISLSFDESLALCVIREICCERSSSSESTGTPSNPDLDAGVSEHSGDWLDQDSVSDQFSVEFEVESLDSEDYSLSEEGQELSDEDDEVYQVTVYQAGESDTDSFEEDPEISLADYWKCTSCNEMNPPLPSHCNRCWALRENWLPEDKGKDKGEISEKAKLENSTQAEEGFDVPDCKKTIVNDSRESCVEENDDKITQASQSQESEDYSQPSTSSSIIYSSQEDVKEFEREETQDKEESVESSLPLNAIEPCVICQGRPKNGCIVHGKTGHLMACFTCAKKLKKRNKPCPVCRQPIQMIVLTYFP
tim23-1 inh: growth inhibitors of tim23-1 mutant yeast, primary screen, luminescence, uHTS | S. cerevisiae tim23-1 growth, BacTiter-Glo luminescence, 24 h | inhibition, % at 20 µM | 330,000 compounds, 1.3% hits | AID 463212, 2010;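 active = growth inhibition of the mutant yeast at or above 50%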;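 also: temperature-sensitive mutant grown at 25 °C; plate controls were DMSO-treated mutant yeast for no effect and medium wells lacking yeast for full effect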
tim10-1 inh: growth inhibitors of tim10-1 mutant yeast, primary screen, luminescence, uHTS | S. cerevisiae tim10-1 ts strain growth, BacTiter-Glo, 24 h | inhibition, % at 20 µM | 330,000 compounds, 2.2% hits;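 active = inhibition of at least 40%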;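 also: mutant grown at 25 °C; 0% = DMSO wells with yeast and 100% = wells holding no yeast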
GRIN3A LBD mod: binders of NR3A ligand-binding domain, primary screen, biophysical, differential scanning fluorimetry, uHTS | Glutamate receptor ionotropic, NMDA 3A (GRIN3A) ligand-binding domain | NR3A LBD differential scanning fluorimetry, Tm shift; 0% = protein alone, 100% = glycine-bound protein | Tm shift relative to glycine control, % at 25 µM | 340,000 compounds, 2.5% hits | AID 1259313, 2017;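 active = melting temperature shift of at least 10% of the positive control shift, at one fixed dose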
UPR CHOP act: activators of apoptotic CHOP UPR arm, primary screen, cell-based, CHO-CHOP luciferase reporter, luminescence, uHTS; UPR activation; percent of tunicamycin response over DMSO baseline; activation, % at 10 µM; 330,000 compounds, 0.34% hits;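 active = at 10 µM dose, activation of 40% or more, normalized to positive control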;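 also: 100% = tunicamycin at 10 µg/mL and 0% = DMSO alone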
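assay system = CHO CHOP reporter cells | amount = 500 CHO-CHOP cells per well | buffer or medium = F12 with 10% FBS | incubation = 16-18 h cell attachment, then 6 h compound exposure, 37 °C | detection = luminescence read with Steady-Glo | read-out = percent activation relative to tunicamycin control | controls = tunicamycin high control, DMSO low control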
APJ ag: agonists of human apelin receptor APJ, primary screen, CHO-K1 cells, PathHunter beta-arrestin, luminescence; AID 2520, 2010; 0% DMSO wells, 100% apelin; 330,000 compounds, 0.11% hits; activation, % at 20 µM; P35414;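 active = activation more than six SD over the plate average, tested at 20 µM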;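 also: 0% = DMSO alone and 100% = apelin-13 at 10 nM; some results filed as inactive read as strong as hits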
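Test system: CHO-K1 APJ beta-arrestin complementation cell line | Compound: Single test compound dose, 20 µM final, 1% DMSO | Incubation: Compound 90 min 25 °C, reagent 1 h | Measured by: beta-gal luminescence | Read-out basis: APJ–arrestin association signal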
An asterisk follows results filed as active; . = no result given; & = joins results of further samples. The list is partial; rates above refer to the full screens.

SMILES	NALP3 yeast inh	XBP1 UPR activ	TIM10 inh	Mdm2-MdmX inh	tim23-1 inh	tim10-1 inh	GRIN3A LBD mod	UPR CHOP act	APJ ag
O=C(N/N=C/c1c(O)n(CCc2ccc(F)cc2)c(=O)[nH]c1=O)c1ccccc1	10	0	13	16	-5	18	-2	1.6	-8
Cc1cc(OCC(=O)NCC2CCC(C(=O)O)CC2)c2c3c(c(=O)oc2c1)CCC3 (centres undefined)	-6	-2	1	10	5	-4	1	2.3	-2
CCn1cc(C(=O)N2CCCCC2)c2ccccc21	5	-2	-20	23	23	1	0	0.1	-2
O=C(c1cc2nc(-c3ccccc3)cc(-c3ccccc3)n2n1)N1CCC2(CC1)OCCO2	24	4	2	56*	35	29	0	2.0	2
Clc1ccc(C(Cl)(Cl)Cl)c(Cl)c1	5	0	9	11	-8	-5	0	4.8	0
CCCCn1c(O)c(C(CC)=Nc2ccc(OCC)cc2)c(=O)[nH]c1=O	18	-2	37	4	18	27	1	-1.6	0
C#C[C@]1(O)[C@H](O)CC2C3CC[C@H]4C[C@@H](O)CC[C@]4(C)C3CC[C@@]21C (some centres undefined)	37	0	-8	16	5	-12	.	2.2	1
Cc1cccc2c1N(N=O)CCC2	-8	-3	6	-1	-2	-2	-2	0.9	-1
COc1ccc(C(c2c(O)c3ccccc3oc2=O)c2c(C)n(C)n(-c3ccccc3)c2=O)cc1 (centres undefined)	3	-2	16	-9	20	15	-2	1.5	2
Cc1ccc(-c2nn(Cc3ccccc3)cc2C=O)cc1C	23	0	52*	12	53*	31	0	5.3	-1
CCOC(=O)C(NC(=O)CCl)(Nc1ccc(C(O)(C(=O)OCC)C(F)(F)F)cc1)C(F)(F)F (centres undefined)	6	2	3	-17	4	5	-5	0.4	0
CN1C2CCC1CC(OC(=O)c1ccc([N+](=O)[O-])cc1)C2 (centres undefined)	16	0	-1	9	12	4	-10	1.5	3
COC(=O)C1=C(c2cccc(OCc3ccccc3)c2)C[C@@H]2CC[C@H]1N2C(=O)NCCc1ccc(F)cc1	3	-1	7	16	22	12	-9	1.5	-1
C[C@@H]1O[C@@H](O[C@H]2C[C@@H](O)[C@]3(CO)[C@H]4[C@H](O)C[C@]5(C)[C@@H](C6=CC(=O)OC6)CC[C@]5(O)[C@@H]4CC[C@]3(O)C2)[C@H](O)[C@H](O)[C@H]1O	6&15	-10&-7	7&8	83*	13&0	-6&-6	0	0.5&-0.8	-2&1
NS(=O)(=O)c1ccc(-c2ccc(C=C3C(=O)NC(=S)NC3=O)o2)cc1	13	-1	9	-13	8	15	.	1.9	-2
CCc1ccc(N2C(=O)NC(=O)C(Cc3ccc(OC)cc3OC)C2=O)cc1 (centres undefined)	19	0	10	-7	4	13	0	1.4	9
CSc1nc(N)c(N=Nc2ccc([As](=O)(O)O)cc2)c(=O)[nH]1	23	-2	6	24	4	8	-2	0.7	-4
C[C@@H](N)Cc1cnc[nH]1	18	-5	5	-17	-4	-6	-3	-1.0	0
Brc1cccc(CNCCc2ccc3c(c2)OCO3)c1	20	0	-3	4	-14	-13	-1	-1.0	-1
c1ccc([C@@H]2CO2)cc1	4	-2	10	-8	-3	3	-1	0.2	2
O=c1[nH]c(=S)[nH]c(O)c1N=Nc1ccc(S(=O)(=O)N2CCOCC2)cc1	6	-4	-14	3	-22	7	-2	0.7	-3
CC(=O)N1CCN(CC(=O)Nc2ccc(C#N)c(Cl)c2)CC1	15	-1	2	10	20	3	2	-0.2	0
Cc1cccc(CSc2nc3c(cc2C#N)CN(C)CC3)c1	17	2	23	17	19	-6	-6	-1.0	-4
COc1ccc(CN2CCN(Cc3ccccc3F)CC2)cc1	9	-5	-3	5	-14	-1	0	-0.4	1
N#CC(C#N)=NNc1ccc(-n2ccc(C(F)(F)F)n2)cc1	38	3	48*	94*	51*	50*	7	4.2	3
Cc1ccc(C[n+]2c(-c3ccc(C)cc3)cc(-c3ccc(C)cc3)cc2-c2ccc(C)cc2)cc1	78*	42*	58*	100*	56*	50*	-41	77*	13
CC(C)(C)c1ccc(OC(=O)N2CCCCC2)cc1	47	-2	16	-2	14	11	-2	4.9	-1
CCC1(c2ccccc2)C(=O)N(C)C(=O)N(C)C1=O	3	1	1	13	-12	4	-2	-0.2	-2
CCCOc1ccc(N2C(=O)CC(N3CC=C(c4ccccc4)CC3)C2=O)cc1 (centres undefined)	18	-1	26	9	28	35	-1	1.1	-2
COC(=O)C(C)Oc1cc(C)cc2oc(=O)c3c(c12)CCCC3 (centres undefined)	11	-1	-12	17	-2	33	-1	-0.3	-5
C[C@@H]1CC2C3CC=C4C[C@@H](O)CC[C@]4(C)C3CC[C@]2(C)[C@H]1O (some centres undefined)	57*	1	19	-13	27	16	-1	0.1	-5
CC(=O)OC1(c2ccccc2)CC(C(C)(C)C)CN(C(C)(C)C)C1 (centres undefined)	9	-1	2	1	11	5	-5	2.1	-4
CN1C(=O)C2C[C@@]3(Br)c4ccccc4N(OOSc4ccccc4)[C@H]3N2C(=O)[C@@H]1Cc1ccccc1 (some centres undefined)	3	-1	4	14	8	14	-5	1.7	-5
O=C(Cc1ccccc1)OCC(=O)c1ccc(F)cc1	12	3	-5	1	10	-11	3	1.7	-6
COP(=O)(/C=C(\Cl)c1ccccc1)/C=C(\Cl)c1ccccc1	8	-4	22	-1	23	24	-4	-0.3	1
COC(=O)C1=C(c2ccc(F)cc2OCc2ccccc2)C[C@@H]2CC[C@H]1N2C(=O)NC1CC1	21	3	3	2	18	19	3	1.1	-2
CCOP(=O)(OCC)C(NC(=O)c1cccc([N+](=O)[O-])c1)C(Cl)(Cl)Cl (centres undefined)	2	0	2	25	4	13	0	-0.6	-1
O=C1NC(=S)NC(=O)C1C1CCCCC1	10	-2	-9	17	11	-3	0	0.2	-2
COc1cc2c(cc1OC)C13CCN4CC5=CCOC6CC(=O)N2C1C6C5CC43 (centres undefined) (tested in a mixture with another compound)	6	-3	-2	-8	4	9	-2	-1.3	0
COC(=O)C1=C(c2cccc(C#N)c2)C[C@@H]2CC[C@H]1N2C(=O)NC1CCCCC1	-8	0	-5	-8	13	1	-3	-1.4	-5
Clc1ccccc1CN1CCN(c2ccccc2Cl)CC1	26	-1	5	18	11	3	3	-0.1	-2
CCOc1ccc2nc(N3CCC(C(=O)N4CCC5(CC4)OCCO5)CC3)sc2c1	-4	5	19	-9	12	22	-1	-0.1	-3
CNC(=O)Oc1ccc(C(=O)N2c3ccccc3NC(=O)C2C)cc1 (centres undefined)	9	-5	-4	17	-10	-15	3	-1.0	0
CCOC(=O)c1c(N)n(CCCOC(=O)c2ccco2)c2nc3ccccc3nc12	20	-2	12	43	26	27	-3	1.7	9
COc1cc([C@H]2OC[C@H]3[C@@H]2CO[C@@H]3c2cc(OC)c(O[C@@H]3O[C@H](CO)[C@@H](O)[C@H](O)[C@H]3O)c(OC)c2)cc(OC)c1O[C@H]1O[C@@H](CO)[C@H](O)[C@@H](O)[C@@H]1O	1	-3	5	12	13	11	-1	-0.3	-2
O=C(OC1CC2CCC(N2)C1C(=O)O)c1ccccc1 (centres undefined)	6	-1	5	2	4	-9	2	0.7	0
COc1ccc(C(=O)C2CCCN(CCO)C2)c(C)c1 (centres undefined)	10	-1	6	-5	2	-6	5	-0.5	-2
Nc1ccccc1C(=O)c1ccccc1	-19	2	5	11	-7	9	-3	0.1	-5
CCOc1cc(C=O)ccc1O	-1	4	-5	1	12	5	0	1.4	-3
COc1ccccc1-n1c(O)c(C=NCc2ccc3c(c2)OCO3)c(=O)[nH]c1=O	41	0	-1	-3	2	3	2	2.2	-2
C=Cn1ccnc1P(=S)(c1nccn1C=C)c1nccn1C=C	10	0	-8	-25	9	2	2	1.2	-4
NNC(=O)c1nc[nH]c1C(=O)Nc1ccc(Cl)cc1C(=O)c1ccccc1	19	-5	21	23	21	25	0	-0.2	-2
CCCOP(=O)(O)c1c([N+](=O)[O-])cc(C(F)(F)F)cc1[N+](=O)[O-] (tested in a mixture with another compound)	2	-3	-1	-12	3	3	-1	0.1	3
CN(C)C1C(=O)C(C(N)=O)=C(O)C2(O)C(=O)C3=C(O)c4c(O)cccc4C(C)(O)C3C(O)C12 (centres undefined)	16	-5	-5	15	5	14	-1	-0.4	0
O=c1[nH]c(O)c(C=NCCc2ccccc2)c(=O)[nH]1	2	-3	10	3	11	-6	0	-0.4	-1
CCCCn1c(O)c(C(=O)/C=C/c2c[nH]c3ccccc23)c(=O)[nH]c1=O	24	-1	1	12	7	-19	7	1.2	-1
CCOC(=O)c1cncn1[C@@H](C)c1ccccc1	-23	-5	4	-1	1	-3	-1	1.9	0
O=c1c2ccccc2nc(-c2ccccc2)n1-c1ccc(O)cc1	30	2	2	12	6	-3	-2	-3.1	-3
NP(=O)(OCC(F)(F)F)Oc1cccc2ccccc12 (centres undefined)	0	0	2	-15	-3	-2	-2	-1.1	-2
CC(C)C12CN3CC(C(C)C)(CN(C1)C3c1cccnc1)C2=O (centres undefined)	2	-2	8	30	17	19	-4	-4.0	-6
C=CCn1c(O)c(C(C)=NCc2cc(OC)cc(OC)c2)c(=O)[nH]c1=O	2	2	17	49	-7	28	-5	-0.6	-3
COC(=O)C1=C(c2ccc(OC)c(OC)c2)C[C@@H]2CC[C@H]1N2C(=O)NCCCOC(C)C	24	1	5	4	9	-4	-1	1.1	-4

One compound at a time, as listed above:
COc1ccc(C(=O)C2CCCN(CCO)C2)c(C)c1 (centres undefined) across the screens: NALP3 yeast inh: 10; XBP1 UPR activ: -1; TIM10 inh: 6; Mdm2-MdmX inh: -5; tim23-1 inh: 2; tim10-1 inh: -6; GRIN3A LBD mod: 5; UPR CHOP act: -0.5; APJ ag: -2
CC(C)C12CN3CC(C(C)C)(CN(C1)C3c1cccnc1)C2=O (centres undefined) across the screens: NALP3 yeast inh: 2; XBP1 UPR activ: -2; TIM10 inh: 8; Mdm2-MdmX inh: 30; tim23-1 inh: 17; tim10-1 inh: 19; GRIN3A LBD mod: -4; UPR CHOP act: -4.0; APJ ag: -6

Two entries from above in another layout.
Fields – NALP3 yeast inh	XBP1 UPR activ	TIM10 inh	Mdm2-MdmX inh	tim23-1 inh	tim10-1 inh	GRIN3A LBD mod	UPR CHOP act	APJ ag
CCOC(=O)c1c(N)n(CCCOC(=O)c2ccco2)c2nc3ccccc3nc12
    20	-2	12	43	26	27	-3	1.7	9
COc1cc([C@H]2OC[C@H]3[C@@H]2CO[C@@H]3c2cc(OC)c(O[C@@H]3O[C@H](CO)[C@@H](O)[C@H](O)[C@H]3O)c(OC)c2)cc(OC)c1O[C@H]1O[C@@H](CO)[C@H](O)[C@@H](O)[C@@H]1O
    1	-3	5	12	13	11	-1	-0.3	-2

High-throughput results (PubChem BioAssay)
